FLuc counter – firefly luciferase modulation, counter-screen for miR-21 project; P08659; purified FLuc, Km substrates, luminescence inhibition; Potency, µM (highest dose often 57.5 µM), inactives show at the highest dose activity change, negative = inhibition, usual class: inhibitors; 360,000 tested, 6.9% active; AID 588342;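 also: potency is read from the fitted curve at half-maximal effect; plate controls were vehicle for no effect and reference inhibitor for full effect; nearly all actives have a fitted effect of over 55% in size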
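Biochemical qHTS of compounds, final roughly 60 µM downward over six points, against 10 nM purified firefly luciferase using Km concentrations of substrates (10 uM D-luciferin, 10 uM ATP) in Tris acetate pH 7.5 buffer; luminescence output.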
TRPV1 agonist – human TRPV1 agonism. 320,000 tested, 0.19% active. activation, % at 8.33 µM. Q8NER1. TRPV1-expressing cells, Fluo-8 calcium influx, agonist mode; in the data active = activation above about 80%; inconclusive = between about 30% and that limit; also: 0% is about no effect
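TRPV1-expressing cells were cultured overnight at 35.5C and loaded with Fluo-8 calcium dye for 40 to 90 min at room temperature. After a 10 s baseline, compound was added and calcium influx was read kinetically for 3 min (ex 480/em 520 nm).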
Gal4-VP16 FLuc – Gal4-VP16 reporter inhibition counter-screen | AID 2546 | 310,000 tested, 3.5% active | Potency, µM (doses to about 53.6 µM), without a hit: top-dose activity, negative = inhibition, most hits filed as inhibitors | Drosophila S2 Gal4-VP16 UAS-luciferase, luminescence, 20 h;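 also: Gal4-VP16 expression switched on by copper sulfate through the metallothionein promoter; potency is read from the fitted curve at half-maximal effect; % is scaled to controls: 0 for no effect and ±100 for the full control effect; nearly all actives have a fitted effect of over 50% in size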
ELG1 DNA repair – ELG1-dependent DNA repair inhibition; HEK293T ELG1-luciferase reporter, luminescence, 16 h; DNA damage induced by 5-fluorouridine; Potency, µM (titrated, usually from 46.1 µM), for the others: top-dose activity change, negative = inhibition, actives largely listed as inhibitors; 330,000 tested, 2.3% active; AID 504467; also: potency is read from the fitted curve at half-maximal effect; % is scaled to controls: 0 for no effect and ±100 for the full control effect; nearly all actives have a fitted effect of over 55% in size
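Reporter activity after DNA damage by 5-fluorouridine is monitored. Compound-treated cells incubate 16 hr at 37 °C, then ONE-Glo is added for 30 min before luminescence reading.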
Rab9 prom act – activates the Rab9 promoter | Potency, µM (top dose mostly 9.22 µM), for the others: at the highest dose activation, negative = inhibition, actives largely listed as activators | 320,000 tested, 2.8% active | Huh7 Rab9 promoter-luciferase reporter, luminescence, 24 h; also: potency is read from the fitted curve at half-maximal effect; % of control where 0% means no effect; nearly all actives have a fitted effect of over 60% in size
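Luciferase signal after 10 min detection reagent at ambient indicates Rab9 promoter upregulation; stably transfected Huh7 cells were treated 24 h with compound in DMSO at 37 °C, 5% CO2.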
NPC1 prom act – activators of NPC1 promoter; Huh7 NPC1 promoter luciferase reporter, 24 h; Potency, µM (titrated, usually from 9.22 µM), inactives show at the top dose activation, usual class: activators; 320,000 tested, 2.4% active; AID 485313;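 also: potency is read from the fitted curve at half-maximal effect; % of control where 0% means no effect; nearly all actives have a fitted effect of over 60% in size; reporter is driven by a mutant NPC1 promoter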
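Stably transfected Huh7 (NPC1 promoter→luciferase), 1500 cells/well in Opti-MEM + 10% FBS, 2 h settle, then compound 24 h at 37 °C. Luminescence after 10 min with Amplite reagent.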
Tb PFK block – T. brucei PFK enzyme inhibition; O15648; T. brucei PFK, ADP-Glo luminescence; Potency, µM (highest dose often 57.5 µM), for the others: top-dose activity, negative = inhibition, most hits filed as inhibitors; 330,000 tested, 0.17% active; AID 485367;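 also: potency is read from the fitted curve at half-maximal effect; 0% = uninhibited 1x PFK enzyme wells and -100% = no-enzyme wells; nearly all actives have a fitted effect of over 60% in size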
Target sequence (O15648 whole entry, looked up): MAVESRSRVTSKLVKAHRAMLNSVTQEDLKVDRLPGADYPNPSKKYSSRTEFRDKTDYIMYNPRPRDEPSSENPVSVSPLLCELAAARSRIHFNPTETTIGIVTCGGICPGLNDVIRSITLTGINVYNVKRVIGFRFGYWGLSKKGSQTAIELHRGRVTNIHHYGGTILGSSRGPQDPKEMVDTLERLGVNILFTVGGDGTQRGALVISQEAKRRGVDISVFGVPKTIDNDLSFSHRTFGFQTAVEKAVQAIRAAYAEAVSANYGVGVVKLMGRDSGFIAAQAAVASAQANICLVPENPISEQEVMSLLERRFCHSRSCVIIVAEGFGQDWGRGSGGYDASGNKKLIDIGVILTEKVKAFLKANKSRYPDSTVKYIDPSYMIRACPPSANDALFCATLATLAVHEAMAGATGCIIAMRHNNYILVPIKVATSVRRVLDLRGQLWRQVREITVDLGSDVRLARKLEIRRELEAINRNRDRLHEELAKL
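Luminescent ADP detection (ADP-Glo, two-step: ATP depletion then ADP-to-ATP conversion for luciferase) reported PFK activity after 45 min room-temperature reaction of 1.25 nM enzyme with 0.5 mM F6P and 0.1 mM ATP at pH 8.0.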
RORg inh – inhibitors of mouse ROR gamma transcriptional activity; P51450; Drosophila S2 Gal4-RORgamma UAS-luciferase reporter, 20 h; Potency, µM (series often up to 53.6 µM), inactives show top-dose activity change, negative = inhibition, actives largely listed as inhibitors; 310,000 tested, 5.4% active; also: potency is read from the fitted curve at half-maximal effect; % is scaled to controls: 0 for no effect and ±100 for the full control effect; nearly all actives have a fitted effect of over 60% in size
Target sequence (P51450 whole entry, looked up, the tested form may be a part): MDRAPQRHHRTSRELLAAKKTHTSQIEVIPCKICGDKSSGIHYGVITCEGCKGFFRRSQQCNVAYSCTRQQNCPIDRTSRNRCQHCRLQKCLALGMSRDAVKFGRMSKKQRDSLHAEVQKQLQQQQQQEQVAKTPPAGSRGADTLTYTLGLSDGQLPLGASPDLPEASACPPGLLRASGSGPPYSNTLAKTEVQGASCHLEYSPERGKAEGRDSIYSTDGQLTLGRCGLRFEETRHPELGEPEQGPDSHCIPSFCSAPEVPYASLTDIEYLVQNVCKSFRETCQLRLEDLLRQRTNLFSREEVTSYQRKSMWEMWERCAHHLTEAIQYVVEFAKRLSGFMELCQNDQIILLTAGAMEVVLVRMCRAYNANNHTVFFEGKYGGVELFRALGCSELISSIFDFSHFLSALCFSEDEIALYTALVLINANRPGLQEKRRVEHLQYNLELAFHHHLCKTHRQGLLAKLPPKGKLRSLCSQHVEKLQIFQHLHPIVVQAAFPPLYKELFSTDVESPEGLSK
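Schneider cells (Drosophila), stable Gal4 DBD–ROR gamma + UAS-luc; 1 hr cmpd preincubation; Cu2+ induction 700 uM final; 20 hr ambient; luminescence.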
p53 reactivator – re-activators of mutant p53; H1299 p53-A138V BP100-luciferase reporter, luminescence, 24 h; Potency, µM (top dose mostly 92.2 µM), for the others: at the top dose activity change, positive = activation, actives largely listed as activators; 320,000 tested, 0.063% active; AID 504706; also: potency is read from the fitted curve at half-maximal effect; % of control where 0% means no effect; nearly all actives have a fitted effect of over 45% in size
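H1299 (p53-null), stable ts p53-A138V + BP100-Luc; 1000 cells/well, Opti-MEM/10% FBS; cpd 4 pt, 1:5; 24 h, 37 deg C, 5% CO2; detection reagent 10 min RT; luminescence.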
ELG1 genotox – induces genotoxicity in HEK293T cells with luciferase-tagged ELG1; HEK293T ELG1-luciferase reporter, luminescence, 16 h; Potency, µM (doses to about 46 µM), for inactives: top-dose activity change, positive = activation, actives largely listed as activators; 330,000 tested, 1.3% active; also: potency is read from the fitted curve at half-maximal effect; % of control where 0% means no effect; nearly all actives have a fitted effect of over 60% in size
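Reporter readout depends on ELG1 protein level, which increases with genetic stress. After 16 hr compound exposure at 37 °C, luciferase activity was quantified using ONE-Glo.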
BRCA1 expr act – BRCA1 expression activation | AID 624202 | Potency, µM (series often up to 46.1 µM), for inactives: at the top dose activation, hits mostly activators | MCF7-BRCA1-FFLuc reporter, luminescence, 48 h; response scale: scaled: vehicle 0%, 10 µM genistein 100% | 380,000 tested, 1.1% active; also: potency is read from the fitted curve at half-maximal effect; nearly all actives have a fitted effect of over 80% in size; some results filed as inactive show a strong effect at the top dose
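MCF7-BRCA1-FFLuc cells, 2000/well in phenol-red-free MEM, attached 2 h then treated 48 h at 37 C. Luciferase luminescence read 15 min after reagent; normalized to genistein maximum activation (10microM) and DMSO, concentration-response fitted.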
* hit, by the source's call; [ ] = remark or other dose. Unless noted, calls follow the shape of the dose curve; as a rule, active = well fitted curve in the direction sought with a large enough effect; inconclusive = small, poorly fitted or top-dose-only effect, or another doubt; inactive = no such curve, though single readings can be large; an effect the other way counts as inactive or inconclusive.

Screening CCOC(=O)CSc1cc(CS(C)(=O)=O)nc(-c2ccccn2)n1 returned FLuc counter -1.8%, TRPV1 agonist 0.5, Gal4-VP16 FLuc 3.6%, ELG1 DNA repair 16.0%, Rab9 prom act 2.1%, NPC1 prom act -2.2%, Tb PFK block 0.3%, RORg inh -19.0%, p53 reactivator 13.5%, ELG1 genotox 8.0% and BRCA1 expr act 1.5%.
CN(O)/C=C1\C(=O)Nc2ccccc21 was read as FLuc counter -0.6%, TRPV1 agonist 0.0, Gal4-VP16 FLuc -0.8%, ELG1 DNA repair -0.1%, Rab9 prom act 20.3%, NPC1 prom act -3.0%, Tb PFK block 1.5%, RORg inh 9.7%, p53 reactivator 1.4%, ELG1 genotox -5.6% and BRCA1 expr act -22.3%.
Screening Cc1ccc(Nc2nc(Nc3ccc(C)cc3)nc(SC3=NCCS3)n2)cc1 returned FLuc counter -19.6%, TRPV1 agonist inconclusive, Gal4-VP16 FLuc 5.62µM*, ELG1 DNA repair inconclusive, Rab9 prom act -4.6%, NPC1 prom act 0.3%, Tb PFK block -10.2%, RORg inh 2.51µM*, p53 reactivator 7.5%, ELG1 genotox -14.3% and BRCA1 expr act -47.4%.
Screening Cc1cc(Cl)ccc1OCc1n[nH]c(=S)n1C1CCCCC1 returned FLuc counter 1.8%, TRPV1 agonist 3.2, Gal4-VP16 FLuc 2.51µM*, ELG1 DNA repair 6.1%, Rab9 prom act 3.0%, NPC1 prom act -3.5%, Tb PFK block 1.5%, RORg inh 0.794µM*, p53 reactivator -4.0%, ELG1 genotox -6.2% and BRCA1 expr act -21.7%.
O=C(COC(=O)c1sc2ccccc2c1Cl)Nc1ncc(Cl)cc1Cl was read as FLuc counter 7.0%, TRPV1 agonist -0.5, Gal4-VP16 FLuc -22.6%, ELG1 DNA repair -1.8%, Rab9 prom act -7.7%, NPC1 prom act -0.8%, Tb PFK block -1.1%, RORg inh 16.5%, p53 reactivator -1.2%, ELG1 genotox 3.8% and BRCA1 expr act -38.4%.
For CC(C)=C1C2CCC1C1C(=O)N(CCc3ccccc3)C(=O)C21 (configuration not stated) the results were FLuc counter 2.5%, TRPV1 agonist 28.1, Gal4-VP16 FLuc -6.6%, ELG1 DNA repair 3.1%, Rab9 prom act -1.4%, NPC1 prom act -6.8%, Tb PFK block -4.7%, RORg inh 8.4%, p53 reactivator 2.1%, ELG1 genotox -4.8% and BRCA1 expr act -25.5%.
`COc1ccc(C2NC(=O)CS2)cc1OC` (configuration not stated) gave FLuc counter -0.3%, TRPV1 agonist 0.2, Gal4-VP16 FLuc -5.6%, ELG1 DNA repair 7.2%, Rab9 prom act 0.3%, NPC1 prom act -2.3%, Tb PFK block 0.1%, RORg inh 7.3%, p53 reactivator 3.2%, ELG1 genotox 2.6% and BRCA1 expr act 6.4%.
Screening Cc1cc(C)n(CC(O)COc2ccc(Cl)cc2Cl)n1 (configuration not stated) returned FLuc counter inconclusive, TRPV1 agonist -2.0, Gal4-VP16 FLuc 5.3%, ELG1 DNA repair inconclusive, Rab9 prom act 21.4%, NPC1 prom act 17.1%, Tb PFK block -5.9%, RORg inh -16.8%, p53 reactivator 15.8%, ELG1 genotox 9.4% and BRCA1 expr act 11.2µM*.
`Cc1cc(NC(=O)Cn2nc(C(F)(F)F)c3c2CCC3)n(-c2ccccc2)n1` gave FLuc counter 2.8%, Gal4-VP16 FLuc -5.7%, ELG1 DNA repair 0.4%, Rab9 prom act 8.6%, NPC1 prom act 0.6%, Tb PFK block -2.8%, RORg inh 13.9%, p53 reactivator -2.3%, ELG1 genotox -2.2% and BRCA1 expr act 12.7%.
O=C(C1CCCN(S(=O)(=O)c2ccccc2)C1)N1CCCc2ccccc21 (configuration not stated) was read as FLuc counter -3.9%, TRPV1 agonist inconclusive, Gal4-VP16 FLuc 3.1%, ELG1 DNA repair 23.1µM*, Rab9 prom act 1.9%, NPC1 prom act 1.4%, Tb PFK block -1.4%, RORg inh inconclusive, p53 reactivator -7.4%, ELG1 genotox -8.1% and BRCA1 expr act 0.0%.
`O=S(=O)(NCC1CCCO1)c1ccccc1F` (configuration not stated) gave FLuc counter 5.0%, TRPV1 agonist -2.2, Gal4-VP16 FLuc 0.0%, ELG1 DNA repair 13.7%, Rab9 prom act -1.6%, NPC1 prom act -0.8%, Tb PFK block 7.5%, RORg inh -6.2%, p53 reactivator -2.9%, ELG1 genotox 0.0% and BRCA1 expr act -3.7%.
Screening Cc1ccc(CCNC(=O)CCNS(=O)(=O)c2ccc3c(c2)oc(=O)n3C)cc1 returned FLuc counter 4.2%, TRPV1 agonist -0.8, Gal4-VP16 FLuc 0.0%, ELG1 DNA repair -13.0%, Rab9 prom act -5.3%, NPC1 prom act -0.5%, Tb PFK block -2.9%, RORg inh 1.6%, p53 reactivator 0.2%, ELG1 genotox 0.3% and BRCA1 expr act -12.6%.
CCCN(CCC)C(=O)c1ccc2c(=O)n(Cc3ccco3)c(=S)[nH]c2c1 was read as FLuc counter 4.1%, TRPV1 agonist -1.0, Gal4-VP16 FLuc inconclusive, ELG1 DNA repair -14.5%, Rab9 prom act 0.8%, NPC1 prom act -0.5%, Tb PFK block 0.5%, RORg inh 3.16µM*, p53 reactivator -1.4%, ELG1 genotox -3.1% and BRCA1 expr act -19.9%.
`CC(=O)c1ccc(N(C(=O)c2csnn2)C(C(=O)NC(C)(C)C)c2cccs2)cc1` (configuration not stated) gave FLuc counter -1.5%, TRPV1 agonist -0.4, Gal4-VP16 FLuc 8.1%, ELG1 DNA repair 11.0%, Rab9 prom act -1.8%, NPC1 prom act -1.2%, Tb PFK block 0.0%, RORg inh 20.8%, p53 reactivator -1.0%, ELG1 genotox -0.1% and BRCA1 expr act 0.3%.
`O=C(O)CC(NC(=O)C1CCCCC1)c1cc([N+](=O)[O-])ccc1Cl` (configuration not stated) gave FLuc counter -9.2%, TRPV1 agonist -3.7, Gal4-VP16 FLuc 2.2%, ELG1 DNA repair 0.7%, Rab9 prom act 3.4%, NPC1 prom act -2.0%, Tb PFK block -2.9%, RORg inh -21.2%, p53 reactivator -4.3%, ELG1 genotox 1.9% and BRCA1 expr act -25.8%.
For NC(=O)c1c(NC(=O)c2cc3ccccc3o2)sc2c1CCC2 the results were FLuc counter 0.426µM*, TRPV1 agonist 15.5, Gal4-VP16 FLuc -26.3%, ELG1 DNA repair inconclusive, Rab9 prom act 0.224µM*, NPC1 prom act 0.316µM*, Tb PFK block 0.3%, RORg inh inconclusive, ELG1 genotox 0.92µM* and BRCA1 expr act -48.2%.
`C=CCNC(=S)NNC(=O)c1ccc(OC(C)C)cc1` gave FLuc counter 7.3%, TRPV1 agonist -6.9, Gal4-VP16 FLuc -19.4%, ELG1 DNA repair 7.9%, Rab9 prom act 17.2%, NPC1 prom act -2.1%, Tb PFK block 1.8%, RORg inh -44.9%, p53 reactivator 1.7%, ELG1 genotox 6.6% and BRCA1 expr act 19.2%[1.84 µM].
`CS(=O)(=O)N(CCc1ccccc1)CC(=O)Nc1ccc(OCc2ccccc2)cc1` gave FLuc counter 0.1%, TRPV1 agonist -4.4, Gal4-VP16 FLuc -6.3%, ELG1 DNA repair 7.5%, Rab9 prom act 1.0%, NPC1 prom act -0.1%, Tb PFK block 1.3%, RORg inh 2.4%, p53 reactivator 2.0%, ELG1 genotox -5.9% and BRCA1 expr act -48.5%.
`CCN(CC)c1ccc2c(c1)OC(N)=C(C#N)C2c1cccnc1` (configuration not stated) gave FLuc counter inconclusive, TRPV1 agonist 27.4, Gal4-VP16 FLuc 11.2%, ELG1 DNA repair -16.2%, Rab9 prom act -19.9%, NPC1 prom act -31.9%[inhibitor], Tb PFK block 0.7%, RORg inh 33.9%, p53 reactivator 6.0%, ELG1 genotox -3.0% and BRCA1 expr act inconclusive.
For COC(=O)c1ccccc1NC(=O)c1cnn2c(C(F)F)cc(C3CC3)nc12 the results were FLuc counter -0.6%, TRPV1 agonist -6.5, Gal4-VP16 FLuc 3.6%, ELG1 DNA repair inconclusive, Rab9 prom act -5.5%, NPC1 prom act -1.3%, Tb PFK block -5.8%, RORg inh -1.2%, p53 reactivator 9.9%, ELG1 genotox -35.4%[inhibitor] and BRCA1 expr act -66.8%.
Cc1ccc(C)c(N2CCN(CCCNC(=O)CCC(=O)N3CCOc4ccc(Cl)cc43)CC2)c1 was read as FLuc counter 1.9%, TRPV1 agonist 7.9, Gal4-VP16 FLuc -25.1%, ELG1 DNA repair -18.9%, Rab9 prom act -24.1%, NPC1 prom act -7.9%, Tb PFK block -24.7%, RORg inh inconclusive, p53 reactivator 3.4% and ELG1 genotox -10.8%.
`O=C(Nc1cccc(Br)c1)c1ccc2nc(N3C(=O)CCC3=O)sc2c1` gave FLuc counter 16.9µM*, TRPV1 agonist -2.9, Gal4-VP16 FLuc -3.0%, ELG1 DNA repair 21.1%, Rab9 prom act 17.9%, NPC1 prom act 14.9%, Tb PFK block -5.7%, RORg inh 9.1%, p53 reactivator 7.5%, ELG1 genotox -0.9% and BRCA1 expr act 80.9%.
